Source: PubChem BioAssay (several laboratories)
TLR4 MyD88 comp: inhibitors of human TLR4-MyD88 binding; 0.18% of 200,000 active; inhibition, % at 8.4 µM; HeLa CL3-4 TLR4/MyD88 BLA complementation, FRET ratio; AID 861; in the data active = inhibition above about 25%;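 also: 0% = vehicle and 100% = reference inhibitor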
S1P3 antagonist: S1P3 (human) receptor antagonism; inhibition, % at 4.98 µM; 0.27% of 170,000 active; CHO S1P3 NFAT-BLA reporter, FRET fluorescence, antagonist mode; Q99500;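 active = inhibition above the plate cutoff, the mean inhibition of test wells on that plate plus 3 SD, cut at about 28% in these data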;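 also: cells challenged with S1P at its EC80 of 0.8 µM; blue over green emission ratio from cleaved BLA substrate after 4 h stimulation; 0% = S1P-stimulated wells and 100% = unstimulated DMSO-only wells; some compounds past the cut are filed as inactive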
Target sequence (Q99500 whole entry, looked up): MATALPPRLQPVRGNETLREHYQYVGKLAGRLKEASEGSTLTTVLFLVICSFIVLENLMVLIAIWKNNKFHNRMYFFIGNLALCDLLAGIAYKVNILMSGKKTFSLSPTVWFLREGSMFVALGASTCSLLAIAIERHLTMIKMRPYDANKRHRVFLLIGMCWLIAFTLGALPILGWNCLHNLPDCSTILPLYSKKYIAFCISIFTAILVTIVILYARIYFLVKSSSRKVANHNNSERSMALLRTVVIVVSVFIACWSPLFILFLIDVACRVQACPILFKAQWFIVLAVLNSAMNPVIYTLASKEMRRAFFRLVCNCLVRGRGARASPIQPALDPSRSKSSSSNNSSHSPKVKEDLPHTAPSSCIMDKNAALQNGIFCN
PPARg SRC1 recr: PPARgamma-driven SRC-1 recruitment agonism; 0.41% of 200,000 active; PPARgamma-SRC-1 coactivator recruitment biochemical assay; P37231; AID 631; activation, % at 8 µM; in the data active = activation above about 19%;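 also: 0% = DMSO and 100% = reference agonist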
Target sequence (P37231 whole entry, looked up): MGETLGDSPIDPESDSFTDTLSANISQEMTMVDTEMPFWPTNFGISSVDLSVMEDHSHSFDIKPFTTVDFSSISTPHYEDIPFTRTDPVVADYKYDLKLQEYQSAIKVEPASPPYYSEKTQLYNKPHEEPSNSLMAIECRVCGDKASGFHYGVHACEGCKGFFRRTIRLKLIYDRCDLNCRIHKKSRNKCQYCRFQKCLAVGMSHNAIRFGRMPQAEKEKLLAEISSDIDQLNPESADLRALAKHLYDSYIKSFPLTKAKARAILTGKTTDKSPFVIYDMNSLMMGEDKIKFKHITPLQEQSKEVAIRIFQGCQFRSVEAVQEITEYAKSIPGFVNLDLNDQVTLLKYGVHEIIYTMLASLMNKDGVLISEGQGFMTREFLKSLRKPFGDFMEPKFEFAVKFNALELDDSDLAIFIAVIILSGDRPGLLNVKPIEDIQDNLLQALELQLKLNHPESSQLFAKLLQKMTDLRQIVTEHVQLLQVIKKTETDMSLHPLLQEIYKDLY
STAT1 blocker: inhibitors of IFN-gamma induced STAT1 signaling. inhibition, % at 5.5 µM. NIH 3T3 STAT1-luciferase reporter, luminescence. AID 920. 0.35% of 200,000 active;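 active = inhibition above a set limit, the mean inhibition across all tested compounds plus 3 SD, cut at about 34% in these data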;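 also: 0% = IFN-gamma with DMSO and 100% = IFN-gamma with 300 µM nifuroxazide; values of inactives mirror those of a sister screen read the other way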
ROMK mod: human ROMK K+ channel modulation, primary screen. Tet-inducible ROMK, thallium flux fluorescence; actives lie on both sides. B-score at 10 µM. 2% of 130,000 active. AID 1918;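 active = signal ratio slope over the read window, or its plate-corrected B-score, at least 3 SD from the plate mean, either direction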;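 also: B-score of the F/F0 ratio slope over 7 to 12 s after thallium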
PPARg SRC-3 ag: PPARgamma-driven SRC-3 recruitment agonism. activation, % at 8 µM. 0.26% of 200,000 active. biochemical PPARgamma/SRC-3 coactivator recruitment assay. P37231; in the data active = activation above about 23%;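 also: 0% = DMSO and 100% = reference agonist; some compounds past the cut are filed as inactive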
STAT3 inh: STAT3 signaling inhibition; AID 862; inhibition, % at 5.5 µM; U3A cells, IL-6 STAT3-luciferase reporter, luminescence; host cell line lacks STAT1; 0.89% of 190,000 active;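 active = inhibition above the mean inhibition across all screened compounds plus 3 SD, cut at about 44% in these data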;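 also: 0% = DMSO only wells and 100% = 100 µM nifuroxazide control wells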
RAM inhibit: yeast RAM network inhibition; S. cerevisiae dse1pr::URA3 reporter, 5-FOA growth OD615, 2 d; analog-sensitive cbk1-as2 kinase mutant strain; inhibition, % at 50 µM; 1.8% of 190,000 active;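 active = inhibition above a set limit, 3 SD over mean compound inhibition, cut at about 8.4% in these data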;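 also: 0% = DMSO-only wells with no growth and 100% = 10 µM 1-NA-PP1 full growth; inhibition rescues growth on 5-FOA so higher OD means more RAM inhibition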
STAT3 act: increases IL-6 driven STAT3 reporter signal | activation (% of control), % at 5.6 µM | U3A cells, IL-6 STAT3-luciferase reporter, luminescence; 100% = signal with IL-6 EC80 alone | 0.91% of 190,000 active | AID 871;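 active = activation above the screen-wide mean of compound activation plus 3 SD, cut at about 130% in these data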;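 also: 0% = background luminescence of wells with medium and substrate only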
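Material: STAT3-luciferase reporter U3A cells; Probe or stimulus: IL-6 (33 ng/mL); Incubation: compound pre-incubation 1 h before IL-6, then 6 h stimulation at 37 °C; Technique: luminescence from STAT3-driven luciferase reporter; Evaluation: % activation versus median of IL-6-stimulated wells; Controls: IL-6-only high control.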
TR-FRET SRC-2 ct: flags TR-FRET format artefacts in PPARgamma SRC-2 recruitment agonist screen. TR-FRET artefact counter-screen; stronger effect = higher value. 0.4% of 200,000 active. AID 1049. TR-FRET ratio at 8 µM; in the data active = TR-FRET ratio above about 2000; also: inactives centre near 1500
PPARg SRC-2 ag: agonists of SRC-2 recruitment by human PPARgamma | P37231 | PPARgamma LBD-SRC-2 recruitment, biochemical | activation, % at 8 µM | 0.34% of 200,000 active; in the data active = activation above about 22%;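 also: 0% = vehicle and 100% = reference agonist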
Active calls of the source: *; nt = not tested or not shown.

SMILES	TLR4 MyD88 comp	S1P3 antagonist	PPARg SRC1 recr	STAT1 blocker	ROMK mod	PPARg SRC-3 ag	STAT3 inh	RAM inhibit	STAT3 act	TR-FRET SRC-2 ct	PPARg SRC-2 ag
O=[N+]([O-])c1cccc(N=NN(CCO)c2cccc([N+](=O)[O-])c2)c1	-3.5	nt	0.6	-3.9	1.6	1.5	18.3	2.5	88.8	1747	3.9
O=C(NCc1ccco1)c1cc([N+](=O)[O-])ccc1N1CCCCC1	18.2	2.3	3.4	0.8	-0.737	6.6	-7.5	0.7	103.9	1574	12.1
Cc1ccc(C)c(CN2CCCNC2=O)c1	3.5	-15.7	2.9	-4.6	0.15	-1.3	2.5	3.1	100.8	1592	9.2
COc1ccc2nc(NC(=O)C3=NN(c4ccccc4)C(=O)CC3)sc2c1	-0.3	-6.5	-4.1	5.9	nt	-6.3	7.8	2.0	95.7	1536	3.5
COc1cnc(-c2ccccc2)nc1Oc1ccc(Cl)cc1C	5.7	8.1	9.8	-0.4	-0.53	3.8	-2.5	5.6	105.4	1770	11.6
CN(c1cccc(NC(=O)c2cccc([N+](=O)[O-])c2)c1)S(C)(=O)=O	-4.4	9.2	4.9	-13.4	nt	0.8	8.6	0.1	98.6	1677	3.5
CCOC(=O)Nc1cccc(C(=O)O)c1	-10.9	nt	2.6	-5.3	0.894	6.6	0.0	1.6	102.6	1480	3.8
CCOC(=O)N1CCC(NCCNC(=O)c2ccccc2Cl)CC1	0.8	-38.9	-0.2	-6.7	nt	9.6	2.7	-0.8	104.3	1674	-0.8
CCN(CC)C(=O)C1CCN(c2ncnc3c2cnn3-c2ccc(C)cc2C)CC1	12.8	nt	-7.0	1.6	0.758	-1.6	6.2	0.8	101.0	1317	0.5
CCCC(CCC(=O)Nc1ccc(S(N)(=O)=O)cc1)C(=O)O (configuration not stated)	-14.1	nt	1.2	11.9	-0.202	-8.6	3.9	2.0	95.5	1603	14.1
Clc1ccccc1Cn1c(/C=C/c2ccco2)nc2ccccc21	-7.7	8.6	3.6	-1.2	-0.479	8.6	-3.3	0.4	107.1	1372	2.1
O=c1c(Cc2c(F)cccc2Cl)c(O)ccn1CCc1c[nH]c2ccccc12	0.9	-11.9	3.2	-0.6	-1.02	3.6	6.0	3.7	104.3	1644	0.8
C=CCn1c(SCc2nnc(-c3ccccc3)o2)nnc1C(O)c1ccccc1 (configuration not stated)	-2.0	-8.2	7.3	-0.3	nt	-2.0	8.0	1.0	95.7	1724	2.6
Cc1cc(C)c2c(N)c(C(=O)NNC(=O)c3ccccc3)sc2n1	-1.8	-9.8	-4.2	-28.6	-0.0152	-4.0	-8.4	-0.9	109.3	1514	-0.9
COc1ccc(S(=O)(=O)N/N=C(/C)c2cccc(NC(=O)c3ccccc3Cl)c2)cc1	6.4	nt	8.3	-3.0	nt	3.2	6.9	0.1	99.1	1473	3.3
O=C(/C=C/c1c(F)cccc1Cl)NCc1ccco1	0.4	3.6	1.8	-16.5	-1.29	-1.4	12.8	3.1	92.1	1680	-0.3
NS(=O)(=O)c1ccc(CCNC(=O)CN2CCCCC2)cc1	-10.4	-9.9	-3.5	-5.2	-0.00292	-2.7	2.8	1.1	105.1	1489	5.5
COC(=O)[C@@H](NC(=O)NC1CCN(Cc2ccccc2)CC1)C(C)C	14.2	-1.5	4.9	5.9	-0.409	-5.9	0.4	1.7	103.5	1640	-9.8
O=C(Nc1ccc([N+](=O)[O-])cc1)c1cncc(Br)c1	-13.7	8.2	3.1	-6.3	-0.126	2.5	31.7	3.0	78.0	1748	8.1
Cc1ccc(NC(=O)CN(C)C(=O)Cn2cc(C(F)(F)F)ccc2=O)cc1	-6.6	5.3	6.6	3.2	-0.00811	2.6	0.4	2.1	101.5	1618	2.8
c1cncc(-c2nnc(SCc3cccc4ccccc34)o2)c1	15.8	13.6	2.8	0.9	nt	3.1	9.6	-0.7	96.1	1594	7.3
Cc1nn(C)c(C(=O)NN)c1Cl	-10.0	7.3	7.3	8.0	-0.237	3.0	14.4	-0.4	94.5	1447	11.9
COc1cc(NC(=O)c2cccc(C)c2)c(OC)cc1NC(=O)CN1CCOCC1	3.3	-0.9	1.5	1.8	-0.425	-0.1	38.6	-0.3	72.2	1571	7.4
CCOc1ccc(N2C(=O)C(CC(=O)Nc3ccccc3)N(Cc3ccccn3)C2=S)cc1 (configuration not stated)	10.1	-15.2	0.5	-28.6	0.781	2.5	-2.2	0.5	102.3	1500	1.6
FC(F)C(F)(F)C(F)(F)C(F)(F)c1cc(-c2ccccc2)n[nH]1	16.3	-6.5	-5.8	-27.1	nt	-3.3	7.3	2.7	99.2	1668	7.7
COc1ccc(OC)c(-n2c(CN3CCC(C(N)=O)CC3)nc3ccccc3c2=O)c1	14.0	12.0	2.8	2.0	nt	-2.1	7.5	1.1	96.2	1619	-0.6
Cc1cccc(N2CC(O)(c3cccs3)[N+]3=C2CCCC3)c1 (configuration not stated)	-4.5	-15.6	6.8	28.3	-1.1	2.1	9.7	-0.7	95.8	1600	4.4
C=CCNc1ccc(C(=O)O)cc1	-1.0	-7.0	3.0	-6.8	0.0962	1.5	2.2	-0.1	98.4	1652	-0.5
c1ccc(NCc2cccnc2)cc1	-21.2	nt	-1.6	5.6	nt	14.1	-0.6	1.6	101.8	1497	-5.0
O=C(COc1ccccc1)N/N=C/c1ccc2c(c1)OCO2	6.4	-15.3	0.8	-6.1	0.375	4.1	-5.4	4.2	107.8	1727	1.1
Cc1nn2c(N3CCOCC3)c3c(nc2c1-c1ccccc1)CCCC3	2.5	6.3	12.5	0.6	-0.82	9.6	18.6	1.1	87.2	1430	11.3
COc1ccc(CN(CC(=O)NCC2CCCO2)C(=O)CCC(=O)Nc2cc(C)ccn2)cc1 (configuration not stated)	-2.9	4.9	0.3	2.2	nt	3.7	1.2	-0.2	104.1	1518	-0.1
N/C(=N\OC(=O)CCCc1ccccc1)c1ccc([N+](=O)[O-])cc1	2.9	2.1	-0.6	-4.2	0.719	2.5	5.2	-0.9	99.5	1460	1.4
CCCC(=O)Nc1ccccc1NC(=O)CN(C)S(=O)(=O)c1ccccc1	16.5	-7.4	8.8	-1.2	0.279	1.3	4.1	0.8	99.6	1405	1.4
COc1ccc(Cl)cc1N=Cc1c(O)cc(C)oc1=O	-2.8	nt	0.5	4.5	0.0818	-6.3	-3.3	nt	104.9	1531	-5.0
CCCSc1nc(-n2ncc(C#N)c2N)c2c3c(sc2n1)CCC(C)C3 (configuration not stated)	-7.8	nt	-1.7	-0.6	-0.0811	-3.3	8.3	3.1	97.9	1445	-1.0
Clc1ccc(Cn2cc(Br)cn2)cc1Cl	-7.5	2.8	6.0	5.9	nt	13.1	6.7	-1.2	97.0	1873	-0.6
Oc1ccc(Br)cc1C=Nc1cccn2cc(-c3ccccc3)nc12	-1.1	-9.4	19.0	-4.2	-10.6*	11.0	19.4	-0.5	87.5	1895	22.5*
CN1CCN(C(=O)CSc2nc(-c3cccs3)cc(-c3cccs3)c2C#N)CC1	-10.3	48.1	10.9	-0.7	0.0384	-0.9	-0.2	-2.2	105.7	1501	5.8
Cc1cccc(-n2c(SCC(=O)Nc3nnc(C)s3)nnc2-c2ccoc2C)c1	-10.3	16.0	1.4	9.9	1.08	2.1	6.4	0.7	97.8	1614	3.6
CCOC(=O)c1c(NC(=O)CSc2nnc(-c3ccccc3)n2CC)sc(C(C)=O)c1C	-8.2	-6.5	7.4	15.2	-1.37	19.0	13.6	1.7	95.8	1656	10.6
O=C1CCCN1c1ccc(S(=O)(=O)Nc2cccnc2)cc1	10.2	0.8	-1.4	4.7	0.023	-1.9	13.4	-0.5	92.9	1580	-1.3
COc1ccc(C(=O)NCc2nnc(SCC(=O)N3CCc4ccccc43)n2Cc2ccccc2)cc1	0.3	2.3	5.2	8.2	nt	-1.6	14.7	5.0	89.3	1654	1.6
COc1ccc(C(C(=O)NCC2CCCO2)N(C(=O)CNC(=O)c2cccs2)c2ccccc2)cc1OC (configuration not stated)	9.1	-10.5	1.7	-1.9	0.293	1.8	1.6	-0.7	100.6	1340	-0.3
COCCOC(=O)c1c(C)oc2ccc(OC(=O)c3ccc4c(c3)OCO4)cc12	-9.8	-0.7	12.3	-1.0	-0.685	-0.3	5.7	10.1*	98.6	1584	6.3
Cc1cc(O)c(/C=N/Nc2ccc(F)cc2)c(=O)o1	11.7	-5.5	6.0	8.1	-0.0501	10.0	15.8	-0.4	92.8	1591	1.9
CCN1CCCC1CNC(=O)c1ccc(CS(=O)(=O)c2ccccc2C)o1 (configuration not stated)	-65.0	6.6	16.4	-8.7	nt	1.8	5.2	0.5	99.3	1558	6.4
Cc1ccc(/C=N/n2c(C)cc(C)c(C#N)c2=O)o1	1.3	-0.5	-0.2	0.8	1.09	2.0	2.0	-0.3	96.5	1413	12.6
O=c1c(-c2ccc(Br)cc2)coc2c(CN3CCOCC3)c(O)ccc12	-3.8	-10.5	-8.5	-6.5	nt	7.4	5.5	0.4	99.0	1514	-3.1
CCN(CC)C(=O)CN1C(=O)COCC1=O	-9.9	nt	-0.7	-4.5	nt	10.9	-1.0	2.5	102.1	1577	11.8
Cc1cc(C(=O)COc2ccc3ccc(=O)oc3c2)c(C)n1Cc1cccs1	-9.7	11.8	0.7	2.5	nt	0.9	1.1	3.7	101.7	1622	7.8
Cc1ccc(NC(=O)c2ccccc2NS(=O)(=O)c2ccc(Cl)s2)cc1S(=O)(=O)N1CCOCC1	-5.0	-15.8	-8.4	0.6	-3.14*	-0.9	-0.4	4.5	108.4	1448	-2.5
O=[N+]([O-])c1cc(/C=N\Nc2nc(-c3ccccc3)cs2)ccc1O	6.2	-21.5	-2.5	-14.3	0.352	4.7	17.7	1.8	86.8	1624	2.7
O=C(CN(C(=O)CSc1nnc(COc2ccccc2)o1)c1ccc(F)cc1)NC1CCCCC1	-9.4	8.1	2.4	-1.0	nt	3.6	0.2	6.2	102.2	1473	3.8
CCN(CC)S(=O)(=O)c1ccc(NC(=O)CSc2ncnc3ccccc23)cc1	10.0	-5.9	5.1	1.6	-0.000579	2.3	-4.9	-0.3	107.8	1636	1.1
C/C(=N/Oc1nc(C)cc(C)n1)c1ccc(Cl)cc1Cl	1.0	nt	-1.2	-1.6	nt	-0.1	23.9	0.6	82.4	1431	4.0
NC(=O)C1=C[C@H](c2coc3ccccc3c2=O)C[C@H](OCc2ccc(CO)cc2)O1	-4.4	-11.3	1.0	5.0	nt	1.2	nt	-0.9	nt	1546	-1.8
Cc1ccc(S(=O)(=O)NC(=O)c2cc(C)n(CCCn3ccnc3)c2C)cc1	6.1	-7.8	3.3	3.1	nt	-2.0	12.0	-0.8	93.6	1607	1.2
